S3 lipid droplet: qHTS Assay for Lipid Storage Modulators in Drosophila S3 Cells; Drosophila S3 cells, BODIPY lipid droplet fluorescence, 18-24 h; cells fed with added oleic acid; Potency in µM for hits, for the others lipid storage change, negative = inhibition, % at the top dose, mostly 46.1 µM; hit rate 0.64% among 320,000; active = well fitted inhibition curve with a large enough effect in the signal ratio, with a control signal flat, not every such curve was filed as active; inconclusive = small, poorly fitted or top-dose-only effect, or effect the other way, or a change in a side signal; the % refers to the signal ratio
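Drosophila S3 cells loaded with oleic acid (400 uM, as added) and compounds at several concentrations; lipid droplets imaged by 488-nm laser-scanning cytometry, 500–530 nm intensity and object ratio to cell channel. Percent activity normalized to 20 uM Triacsin C.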
S3 lipid droplet cell count max: also measured in S3 lipid droplet; calls as there; cell number change, %; measured here: cell count max response;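 cells counted by Cell Tracker Red CMTPX staining in the red channel; peak over a dose series mostly up to 46.1 µM; percent activity relative to internal control wells on each plate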
* hit, by the source's call; i = inactive; ? = inconclusive; / = no result given; [ ] = dose if it differs, or a comment. % is set by controls: 0 for no effect and ±100 for the full control effect; potency is the fitted concentration of half-maximal effect. Some of the compounds tested; count on the stated rates, not on these rows.

SMILES | S3 lipid droplet | S3 lipid droplet cell count max
O=c1cc(O)c2sc3nc(-c4cccnc4)cc(C(F)(F)F)c3c2[nH]1 | ? | /
Cn1c2ccc(F)cc2c2nnc(SCCN3CCOCC3)nc21 | 22.7% | /
COc1cccc(NC(=O)CN(C)C(=O)Cc2cccc3ccccc23)c1 | ? | /
COc1ccc(N2CCN(C(=O)c3cn(C4CCCC4)c(=O)c4c3c3ccccc3n4C)CC2)cc1 | ? | /
CN(c1ccccc1)S(=O)(=O)c1ccc(C(=O)NCCc2ccccc2)cc1 | ? | /
NC(CC(=O)O)c1ccc(F)cc1 (stereo not drawn) | 6.5% | 13.7
Cc1nc(N2CCN(c3ccccc3)CC2)c2c3c(sc2n1)CCC3 | ? | /
Cc1cc(C(=O)CSc2nnc(-c3ccccc3)n2C)c(C)n1C | i | /
O=C(NCCc1ccccc1)C(c1ccc(F)cc1)N(C(=O)c1csnn1)C1CC1 (stereo not drawn) | ? | /
Cc1ccc(NC(=O)NCc2ccc3c(c2)OCO3)cc1 | ? | /
CC(Oc1ccccc1)C(=O)OCC(=O)NC(=O)NC1CCCCC1 (stereo not drawn) | ? | /
Cc1nn(-c2ccccc2)c(Cl)c1C1C(C#N)=C(N)OC2=C1C(=O)CC(C)(C)C2 (stereo not drawn) | 10.2% | /
CCO/N=C(/C)c1c(O)c(C)c(-c2ccccc2)n(-c2ccccc2)c1=O | -7.1% | 0.8
Cn1c(=O)n(C)c2cc(NC(=O)Cc3ccccc3[N+](=O)[O-])ccc21 | -6.5% | -17.6
COc1cc(C2C(C#N)=C(N)Oc3c2oc(CO)cc3=O)ccc1OC(C)C (stereo not drawn) | ? | /
O=C(N/C(=C\c1ccc([N+](=O)[O-])cc1)C(=O)N1CCOCC1)c1ccco1 | ? | /
CCOc1ccc(CN2CCN(C3CCC3)CC2CCO)cc1 (stereo not drawn) | ? | /
CCOC(=O)N1CCN(CC(=O)Nc2sccc2C#N)CC1 | ? | /
Cc1ccc(-n2c(SCC(=O)N3CCOCC3)nnc2-c2cccnc2)cc1 | 8.4% | -4.0
CNCc1nc2ccccc2[nH]1 | 13.5% | -8.9
O=C1c2ccccc2NC(c2cccc(O)c2)N1NS(=O)(=O)c1ccccc1 (stereo not drawn) | 3.0% | 28.7
CC(C)C[C@H]1CN=C(N(C)C)N1CC1CCCCCC1 | ? | /
CC(=O)N[C@@H](Cc1c[nH]c2ccccc12)C(=O)OCC(=O)NCc1ccc2c(c1)OCO2 | ? | /
CCCOc1ccc(Oc2cc(C)nc(SC)n2)nn1 | -11.2% | 2.0
O=C(CCN1C(=O)/C(=C/c2ccccc2)SC1=S)NNC(=O)c1cccnc1 | ? | /
Cc1ccc(S(=O)(=O)N2CCOCC2)cc1C(=O)NC1CCCC(C)C1C (stereo not drawn) | 22.5% | 25.0
CC(CCc1ccccc1)NC(=O)c1ccccc1F (stereo not drawn) | ? | /
COc1ccccc1N1C(=O)C(Cl)=C(Nc2ccccc2O)C1=O | 5.5% | 1.1
O=C(NCCC1=CCCCC1)C1CCN(S(=O)(=O)c2cccc3cccnc23)CC1 | ? | /
S=C(NCc1ccco1)N1CCOCC1 | -18.3% | -1.8
C/C(=N\NS(=O)(=O)c1ccc(Br)cc1)c1cccs1 | ? | /
O=C(O)c1csc(Br)c1Br | ? | /
C=CCn1c(O)c(N=NC(=S)Nc2ccccc2F)c2ccccc21 | ? | /
CCCN(CC(=O)Nc1ccccc1OC)C(=O)CCCN1C(=O)c2ccccc2C1=O | ? | /
CCOC(=O)C1=C(C)Nc2[nH]c(=O)[nH]c(=O)c2C1c1cccs1 (stereo not drawn) | -0.6% | -6.5
CCC1Nc2ncnc(N3CCN(c4ccccc4)CC3)c2N(Cc2ccc(Br)cc2)C1=O (stereo not drawn) | 15.1% | 3.0

Random excerpt: two compounds from above.
SMILES | S3 lipid droplet | S3 lipid droplet cell count max
O=C(CCN1C(=O)/C(=C/c2ccccc2)SC1=S)NNC(=O)c1cccnc1 | ? | /
C/C(=N\NS(=O)(=O)c1ccc(Br)cc1)c1cccs1 | ? | /

Continued.
SMILES | S3 lipid droplet | S3 lipid droplet cell count max
COc1ccc(-c2cc3ccccc3n2CC(O)CN2CCN(CCO)CC2)cc1 (stereo not drawn) | 23.5%[9.22 µM] | /
Cc1cc(=O)c2ccccc2n1CC(=O)NCc1ccccc1 | ? | /
COc1cccc(-c2nc(CS(=O)(=O)CC(=O)NCc3ccc(Cl)cc3)c(C)o2)c1 | ? | /
Clc1ccc(-c2cc(COc3ccccc3)no2)cc1Cl | -4.8% | 17.7
Cc1ccc(S(=O)(=O)N2CCN(C(=O)CSCc3ccc(C(C)C)cc3)CC2)cc1 | i | -23.1
O=C(CN1C(=O)CCC1=O)Nc1cccc(NC(=O)CN2C(=O)CCC2=O)c1 | -8.7% | -5.7
C/C(=N\Nc1ccc(Cl)c(C(=O)O)c1)c1cccs1 | -2.4% | 7.5
COc1cc(/C=N/NC(=O)Cc2nnc(N)s2)cc(OC)c1OC | ? | /
Cc1cc([N+](=O)[O-])ccc1NC(=S)NC(=O)C(c1ccccc1)c1ccccc1 | ? | /
Cn1c2ccccc2c2c(C(=O)N3CCN(c4ccccn4)CC3)cn(C3CCCC3)c(=O)c21 | -20.3% | -20.7
CC(C)=CCN1CCN(Cc2nc(-c3ccccc3)cs2)CC1CCO (stereo not drawn) | 24.1% | -3.6
COc1ccc(C(=O)CSc2n[nH]c(=O)n2Cc2ccco2)cc1 | ? | /

Grouped by structure, those above containing a COOH group
SMILES | S3 lipid droplet | S3 lipid droplet cell count max
NC(CC(=O)O)c1ccc(F)cc1 (stereo not drawn) | 6.5% | 13.7
O=C(O)c1csc(Br)c1Br | ? | /
C/C(=N\Nc1ccc(Cl)c(C(=O)O)c1)c1cccs1 | -2.4% | 7.5

More records follow:
SMILES | S3 lipid droplet | S3 lipid droplet cell count max
CCOC(=O)c1c(NC(=O)OC)sc(C(=O)N(CC)CC)c1C | ? | /
CC1CCCCN1CCNC(=O)CCc1nnc2n(Cc3ccccc3)c(=O)c3ccccc3n12 (stereo not drawn) | -6.2% | -6.3
Cc1ccccc1OCCNc1ccc(C(F)(F)F)cc1[N+](=O)[O-] | -9.8% | -21.0
CCOc1ccc(C(=O)Nc2ccc(NC(=O)c3ccccc3)cc2)cc1Br | 0.7% | 28.5
CN1/C(=C\C(=O)C[n+]2ccc(C(=O)c3ccccc3)cc2)C(C)(C)c2ccccc21 | ? | /
CCC(C)C(=O)Nc1nnc(-c2cccs2)s1 (stereo not drawn) | 14.2% | -14.6
O=S(=O)(CCN1CCOCC1)c1ccc(Oc2ccc(S(=O)(=O)CCN3CCOCC3)cc2)cc1 | ? | /
CCC(OC(=O)C1=Cc2ccccc2OC1)C(=O)NCc1ccco1 (stereo not drawn) | ? | /
Cc1sc2nc(SCC(=O)N3CCCC3)[nH]c(=O)c2c1C | ? | /
CCCn1c(NC(=O)c2ccc([N+](=O)[O-])o2)nc2ccccc21 | 6.51µM* | -9.3*
N#CCCn1ccc(NC(=O)c2ccc(Cl)cc2)n1 | ? | /
CN(C)c1ccc(/C=N/NC(=O)c2ccc3c(c2)OCCO3)cc1 | 18.6% | /
CCc1nn2cc(C(=O)c3ccccc3O)cnc2c1-c1ccc(F)cc1 | ? | /
CC(NC(=O)c1ccc(C23CC4CC(CC(C4)C2)C3)cc1)C(=O)O (stereo not drawn) | 5.9% | -2.2
O=[N+]([O-])c1ccc(SCCc2ccccn2)cc1 | ? | /
CC1CCN(c2nncc3ccccc23)CC1 | 23.5% | 9.8
CC1CCCN(C(C(=O)NC2CCCCC2)c2cc3c(cc2[N+](=O)[O-])OCO3)C1 (stereo not drawn) | ? | /
O=c1cc(-c2ccccc2)c2cc(Cl)ccc2[nH]1 | -4.5% | -4.8
COCCNC(=O)CCCn1c(=O)c2cc(OC)c(OC)cc2n(CC(=O)Nc2ccc(F)cc2)c1=O | -2.9% | 11.2
O=C1C(Cc2ccccc2)Nc2ncnc(N3CCc4ccccc4C3)c2N1Cc1ccc(Cl)cc1 (stereo not drawn) | ? | /
CCN(CC)S(=O)(=O)c1cccc(NC(=O)COC(=O)CCC(=O)c2cccs2)c1 | i | 23.6
Cc1cc(N/C=C/C(=O)c2ccccc2)ccc1Br | ? | /
O=[N+]([O-])c1ncccc1OCc1ccc(Cl)c(Cl)c1 | i | -3.3
COc1cc(NC(=O)COc2ccccc2)ccc1NC(=O)c1ccco1 | ? | /
CCN1CC(c2ccccc2)C(c2ccc(Cl)cc2)=N1 (stereo not drawn) | ? | /
Cc1ccc(CNC(=O)C2CC(c3cccc([N+](=O)[O-])c3)=NO2)o1 (stereo not drawn) | 16.8% | -24.6
Cc1cc(C)cc(C(N)=Nc2cccc(C#N)c2)c1 | 8.7% | 11.7
N#Cc1ccc(NC(=O)Cn2cnc(S(=O)(=O)N3CCOCC3)c2)cc1 | ? | /
Cc1ccnn1Cc1cc(C(=O)O)c2ccccc2n1 | ? | /
COCC(C)NC(=O)c1cc(-c2cccc(OC)c2)on1 (stereo not drawn) | 0.0% | 3.5
CCCCOc1ccc(N2C(=O)CC(NCc3ccncc3)C2=O)cc1 (stereo not drawn) | -1.7% | 14.5
O=C(CSc1nc(C2CCCCC2)nc2ccccc12)NCc1ccco1 | ? | /
CCCCn1c(C)cc2c(c1=O)[C@H]1O[C@](CCCC)(Cc3cc(OC)c(OC)cc31)O2 | 21.5%[9.22 µM] | 1.2
Cn1c(=O)n(C)c2cc(NS(=O)(=O)c3ccc(C(C)(C)C)cc3)ccc21 | ? | /
CCc1nnc(NC(=O)c2ccc(Cl)nc2)s1 | ? | /
CCOc1cc2[nH]c(=S)n(CCC(=O)NCc3ccco3)c(=O)c2cc1OCC | ? | /

One compound at a time, from the list above:
Cc1ccc(CNC(=O)C2CC(c3cccc([N+](=O)[O-])c3)=NO2)o1 (stereo not drawn) is listed as S3 lipid droplet = 16.8%; S3 lipid droplet cell count max = -24.6
Cn1c(=O)n(C)c2cc(NS(=O)(=O)c3ccc(C(C)(C)C)cc3)ccc21 is listed as S3 lipid droplet = ?; S3 lipid droplet cell count max = /
O=C(CSc1nc(C2CCCCC2)nc2ccccc12)NCc1ccco1 is listed as S3 lipid droplet = ?; S3 lipid droplet cell count max = /

Continuation.
SMILES | S3 lipid droplet | S3 lipid droplet cell count max
NC(=O)c1ccccc1NC(=O)COc1ccc2c(c1)OCO2 | ? | /
COc1ccc(CCNC(=O)CCCCCn2c(SCC(N)=O)nc3cc4c(cc3c2=O)OCO4)cc1OC | ? | /
O=C1NC2(CCCCCCC2)C(=O)N1Cc1ccc(F)cc1 | -10.4% | 7.1
Cc1ccc(NS(=O)(=O)c2ccc(C3CCCCC3)cc2)cc1 | ? | /
COC(=O)c1ccccc1NC(=O)CSc1nncn1C | ? | /
O=C(c1ccc(Cl)c(Cl)c1)N1CCC(=O)N(C(COCc2cccc(C(F)(F)F)c2)Cc2ccccc2)CC1 (stereo not drawn) | ? | /
O=C(CCNS(=O)(=O)c1cccc2nonc12)Nc1ccc(Cl)cc1 | ? | /
CCN(CC)S(=O)(=O)c1ccc(-c2nnc(SCC(=O)Nc3cc(OC)cc(OC)c3)o2)cc1 | ? | /
CCOc1ccc(C(=O)N/N=C/c2c(C)[nH]c(=O)[nH]c2=O)cc1 | ? | /
CC(C)C(=O)NC(=S)Nc1ccccc1N1CCN(C(=O)c2ccccc2)CC1 | 11.6% | -6.7
CN(C)c1ccc(NC(=O)C(=O)C2C(=O)Nc3ccccc32)cc1 (stereo not drawn) | 1.4% | 11.9
Cc1cc(Br)c(NC(=O)c2c(-c3c(Cl)cccc3Cl)noc2C)c(Br)c1 | ? | /

Three entries out of the list above, ordered by their value in S3 lipid droplet cell count max, low to high:
structure | S3 lipid droplet cell count max
O=C(CN1C(=O)CCC1=O)Nc1cccc(NC(=O)CN2C(=O)CCC2=O)c1 | -5.7
CCCOc1ccc(Oc2cc(C)nc(SC)n2)nn1 | 2.0
CCC1Nc2ncnc(N3CCN(c4ccccc4)CC3)c2N(Cc2ccc(Br)cc2)C1=O (stereo not drawn) | 3.0

(further entries)
SMILES | S3 lipid droplet | S3 lipid droplet cell count max
Cc1cc(N/N=C/c2ccccc2O)nc(-c2ccccc2O)n1 | ? | /
CN1/C(=C\C=C2/SC(=S)NC2=O)C(C)(C)c2ccccc21 | ? | /
CCOC(=O)c1c(NC(=O)c2ccc(Br)o2)sc(C)c1CC | 0.8% | /
Cc1c(NC(=O)Cc2cccs2)cccc1[N+](=O)[O-] | ? | /
CC(C)Oc1c(N2CCOCC2)c(=O)c1=O | -18.9% | 2.6
O=S(=O)(Nc1nc2ccccc2nc1NCc1ccco1)c1ccccc1 | ? | /
Cc1cc(OCC(=O)NCCN2CCOCC2)ccc1Br | ? | /
COc1cc(OC)c(C(=O)Nc2ccc(N(C)C)cc2)cc1OC | ? | /
CCOc1ccc(S(=O)(=O)NCc2cccnc2)cc1NC(=O)c1ccccc1F | ? | /
COCCCNc1nc2ccccc2nc1NS(=O)(=O)c1ccc(C)c(C)c1 | ? | /
CCn1nc(NC(=O)COC)c2cc3cc(C)ccc3nc21 | 12.4% | /
CC(=O)c1sc(NC(=O)C=C(C)C)nc1C | ? | /
O=C(N/N=C/c1cc([N+](=O)[O-])ccc1O)c1ccncc1 | -1.1% | -1.7
O=C(Cc1ccc(Br)cc1)Nc1ccc(Cl)cc1 | ? | /
Cn1c(=O)c2c(SCC(=O)NC3CCCC3)nc(CC(C)(C)C)nc2n(C)c1=O | ? | /
O=C(Nc1ccc(Br)cn1)c1ccc(Br)s1 | ? | /
CCCCOC(=O)CSc1nnc(-c2cc(OC)c(OC)c(OC)c2)o1 | ? | /
Cn1c(=O)[nH]c(=O)c2c1nc(N1CCCC1)n2CCCSc1nnnn1-c1ccccc1 | ? | /
